Kir21 inh: Kir2.1 (mouse) channel inhibition | P35561 | HEK293-Kir2.1, FluxOR thallium flux fluorescence; hits give low values | B-score at 10 µM | 310,000 compounds, 0.85% hits;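 active means fluorescence ratio B-score at or below minus 3 SD of library scores, with starting-brightness B-score within 2 SD, cut at about -4.2 in these data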;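 further: channel flux triggered by added potassium and thallium sulfate stimulus; B-score of peak minus minimum fluorescence over baseline after thallium stimulus; more negative B-score means stronger Kir2.1 block with less thallium influx; some compounds called inactive have numbers as strong as hits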
Target sequence (P35561 whole entry, looked up): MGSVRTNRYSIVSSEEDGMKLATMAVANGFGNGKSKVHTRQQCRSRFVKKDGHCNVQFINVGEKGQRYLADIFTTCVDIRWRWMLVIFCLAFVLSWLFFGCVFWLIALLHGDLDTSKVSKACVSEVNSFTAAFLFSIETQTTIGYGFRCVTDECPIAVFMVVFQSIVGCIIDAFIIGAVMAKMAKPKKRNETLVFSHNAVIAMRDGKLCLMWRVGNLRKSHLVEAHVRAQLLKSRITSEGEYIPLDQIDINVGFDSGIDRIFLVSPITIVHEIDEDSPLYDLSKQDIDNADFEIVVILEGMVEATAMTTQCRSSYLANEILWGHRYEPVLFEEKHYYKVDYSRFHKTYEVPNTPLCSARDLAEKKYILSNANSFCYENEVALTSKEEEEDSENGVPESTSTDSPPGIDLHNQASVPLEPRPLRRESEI
KCNQ2 block: KCNQ2 channel blockers in CHO-K1 cells – cell-based, FluxOR thallium flux, B-score, primary screen (AID 2156); O88943; 20 min; hits give low values; B-score at 10 µM; 310,000 compounds, 1.1% hits;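 active means fluorescence ratio B-score at most minus 3 library SDs, with starting brightness B-score within 2 library SDs, cut at about -5.5 in these data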
* = called active by the depositor; i = inactive.

Sequence of screens – KCNQ2 block, Kir21 inh
- COc1ccc(NC(=O)Cn2nnc(-c3ccccc3NC(=O)c3ccco3)n2)cc1
    i, 1.2
- COc1ccc(C(=O)CSc2nnc(CN3CCCCC3)n2-c2ccc(F)cc2)cc1
    i, -1.33
- CC(C)(C)c1nnc(N/N=C/c2ccc(Br)cc2)n(N)c1=O
    i, -0.43
- C/C(=N\NC(=O)c1c(Cl)c(C)nn1C)c1ccc(NC(=O)COc2ccc(Cl)cc2C)cc1
    i, 0.01
- COc1ccc(CCNC(=O)Cn2cnc3sc(C)c(-c4ccc(F)cc4)c3c2=O)cc1OC
    i, -1.3
- Cc1n[nH]c(=O)c2c1nnn2Cc1ccccc1Cl
    i, -0.58
- O=C(NCCc1ccccc1)c1ccc2nc(-c3ccco3)c(-c3ccco3)nc2c1
    i, 0
- CC(C)(C)c1ccc(C(=O)NCc2cccnc2)cc1
    i, 0.05
- COC(=O)/C(=C\c1ccc([N+](=O)[O-])o1)NC(=O)c1ccccc1
    i, 0
- COc1ccc(CNc2cc(C)ccn2)cc1
    i, -2.32
- COc1ccc(NC(=S)NCCN2CCC(C)CC2)cc1Cl
    i, -1.65
- CCc1cc(C(=O)N2CCCC(C(=O)c3ccc(OC)c(F)c3)C2)n(C)n1 (stereo unspecified)
    i, -0.7
- Cc1cc(C)c(NC(=O)CSc2ccc3nnc(CCNC(=O)c4ccccc4)n3n2)c(C)c1
    i, -1.03
- CC(C)N(C)Cc1nnnn1CC(=O)NCc1cc(F)cc(C(F)(F)F)c1
    i, -1.05
- COc1ccc(N2CCN(C(=O)c3ccc(-c4ccccc4)cc3)CC2)cc1
    i, 0.22
- COc1ccc(N2CCN(CC(O)COc3ccc(C)cc3C)CC2)cc1 (stereo unspecified)
    i, 0.08
- COc1ccccc1N1CCN(/N=C/C=C/c2ccccc2[N+](=O)[O-])CC1
    i, -1.68
- CSc1nc(N2CCN(c3ccccc3Cl)CC2)c2ccccc2n1
    i, -0.71
- CCOC(=O)CCCN1CC(O)=C(c2nc(-c3ccc(Cl)cc3)cs2)C1=N
    i, 0.26
- CCN(Cc1ccccc1)C(=S)NC(=O)c1ccccc1Br
    i, -0.37

Structures above with a tert-butyl group, in the order listed:
Sequence of screens – KCNQ2 block, Kir21 inh
- CC(C)(C)c1nnc(N/N=C/c2ccc(Br)cc2)n(N)c1=O
    i, -0.43
- CC(C)(C)c1ccc(C(=O)NCc2cccnc2)cc1
    i, 0.05

Part of the list above in order of SMILES length, rising:
Sequence of screens – KCNQ2 block, Kir21 inh
- CC(C)(C)c1ccc(C(=O)NCc2cccnc2)cc1
    i, 0.05
- COc1ccc(NC(=S)NCCN2CCC(C)CC2)cc1Cl
    i, -1.65
- COc1ccc(C(=O)CSc2nnc(CN3CCCCC3)n2-c2ccc(F)cc2)cc1
    i, -1.33
- O=C(NCCc1ccccc1)c1ccc2nc(-c3ccco3)c(-c3ccco3)nc2c1
    i, 0
- Cc1cc(C)c(NC(=O)CSc2ccc3nnc(CCNC(=O)c4ccccc4)n3n2)c(C)c1
    i, -1.03

Continuation.
Sequence of screens – KCNQ2 block, Kir21 inh
- COc1ccc(NC(=O)CNC(=O)N2CC(=O)Nc3ccccc32)cc1OC
    i, 1.21
- O=C(C1=C[C@H](c2ccc3c(c2)OCO3)C[C@H](OCCCCO)O1)N1CCOCC1
    i, 0.17
- CC(C)OC(=O)c1ccc2nc3ccccc3nc2c1
    i, -0.67
- O=C(C1CC(=O)N(c2ccc(F)cc2)C1)N1CCOCC1 (stereo unspecified)
    i, -0.74
- COCCN(CCOC)C(=O)c1ccc(NS(=O)(=O)c2ccc3[nH]c(=O)[nH]c3c2)cc1
    i, 1.66
- CCCCn1c(N)c(N(CCOC)C(=O)C2CCN(C(=O)c3ccccc3C)CC2)c(=O)[nH]c1=O
    i, -0.01
- CCOc1ccc(NC(=O)C2CCCN(S(C)(=O)=O)C2)cc1 (stereo unspecified)
    i, 0.94
- CN(C(=O)CS(=O)(=O)Cc1ccccc1Cl)c1ccccc1
    i, -2.33
- COc1ccc(OC)c(-c2cc(C(=O)NCc3ccco3)no2)c1
    i, 2.2
- CCCCn1c(N)c(N(CC(C)C)C(=O)C2CCN(S(=O)(=O)c3ccc(Cl)cc3)CC2)c(=O)[nH]c1=O
    i, -1.05
- COC(=O)c1ccc(N2C(=O)CC(SCC(=O)Nc3ccc(OC)cc3)C2=O)cc1 (stereo unspecified)
    i, 1.6
- COc1ccc(S(=O)(=O)N2CCOCC2)cc1NC(=O)CSc1n[nH]c(C(C)C)n1
    i, 1.49
- CC1CCCCC1NC(=O)COC(=O)c1ccccc1NC(=O)c1ccco1 (stereo unspecified)
    i, 0.06
- CCOC(=O)c1sc(=NC(=O)c2cccs2)n(C)c1C
    i, -0.26
- Cc1ccc(O)c(NC(=O)c2cc([N+](=O)[O-])ccc2Cl)c1
    i, 1.13
- Cc1ccc(NCCC(=O)c2cccs2)cc1Cl
    i, 1.38
- CCOC(=O)C1CCN(S(=O)(=O)c2cc(Br)cc3c2N(C(=O)C2CC2)CC3)CC1
    i, -0.45
- Cc1ccn2cc(-c3cccc(S(=O)(=O)N4CCCCC4)c3)nc2c1
    i, -0.25
- CCNC(=S)N1CCC(C(=O)c2ccc(Cl)cc2)CC1
    i, 0.28
- Cc1onc(-c2c(F)cccc2Cl)c1C(=O)NCc1ccc(F)cc1
    i, -1

Sequence of screens – KCNQ2 block, Kir21 inh
- CCCc1nnc(N2C(=O)c3cccc4cccc(c34)C2=O)s1
    i, 0.73
- O=C(Nc1cc(F)cc(F)c1)c1ccc(NCCCN2CCCCCC2)c([N+](=O)[O-])c1
    i, -5.49
- CC(=O)c1cccc(NC(=O)c2ccc(NS(C)(=O)=O)cc2)c1
    i, 0.19
- O=C(O)CCn1ccnc1-c1ccccc1
    i, -0.49
- O=C(CSc1nc2[nH]ncc2c(=O)[nH]1)Nc1ccccc1C(F)(F)F
    i, -0.24
- CC(=O)NC(=S)Nc1ccc(S(=O)(=O)N(C)Cc2ccccc2)cc1
    i, 1.26
- COc1cc(SC#N)ccc1N=Cc1c(C)[nH]n(-c2cccc3ccccc23)c1=O
    i, 1.64
- O=C(COC(=O)c1ccc(O)cc1)NCc1ccc2c(c1)OCO2
    i, 0.85
- Cc1cccc(-n2ccc(=O)c(C(=O)Nc3ccc(S(=O)(=O)Nc4nccc(C)n4)cc3)n2)c1
    i, -0.01
- COc1ccc(C(C)C)cc1S(=O)(=O)N1CCN(C)CC1
    i, 0.42
- O=[N+]([O-])c1cc(S(=O)(=O)N2CCCC2)ccc1NN=C1CCCC1
    i, 2.59
- COCCN(C(=O)CCCC(=O)Nc1ccccn1)C(C(=O)NC1CCCCC1)c1ccc(C)cc1 (stereo unspecified)
    i, 0.91
- Cc1cc(NC(=O)CSC2=NS(=O)(=O)c3cc(F)ccc3N2)no1
    i, 0.01
- COc1ccc2c(=O)c3c(=O)n(Cc4ccco4)c(-c4ccccc4)nc3oc2c1
    i, -0.62
- OCc1ccccc1SSc1ccccc1CO
    i, -1.37
- CCOC(=O)Cc1ncccc1C(=O)Nc1ccc(OC)cc1
    i, 0.68
- O=C(O)/C=C/c1ccc(S(=O)(=O)Nc2cccnc2)cc1
    i, -1.05
- Clc1ccc(-c2csc(N3CCN(c4ccccc4)CC3)n2)cc1
    i, 2.03
- COC(=O)c1cc2c(cc1Cl)SC(=NCCCN1CCOCC1)NS2(=O)=O
    i, -0.2
- Cc1ccc(CNC(=O)C2CCCCC2C(=O)O)cc1 (stereo unspecified)
    i, -0.36

Sequence of screens – KCNQ2 block, Kir21 inh
- Cc1ccc(Oc2ccccc2NC(=O)CSCC(=O)Nc2cc(C)on2)cc1
    i, -3.89
- O=C(O)c1cc(Cl)c2c(c1)[C@@H]1C=CC[C@@H]1[C@H](c1ccc(S(=O)(=O)N3CCOCC3)cc1)N2
    i, -0.77
- CC1=C(C(=O)OCc2ccccc2)C(c2ccc(C(F)(F)F)cc2)NC(=O)N1CCCCCC(=O)O (stereo unspecified)
    i, 0.05
- CCC(C)(C)n1nnnc1C(C(C)C)N(CCN1CCOCC1)Cc1cc2cccc(C)c2[nH]c1=O (stereo unspecified)
    i, -1.72
- O=S(=O)(NC1CCCCCCC1)c1ccccc1
    i, 0.64
- Cc1cccc(C(=O)NNC(=S)NC(=O)c2ccccc2)c1
    i, 1.33
- CC(C)C(=O)Nc1ccc(C(=O)N/N=C/c2cc(Br)cc(Br)c2O)cc1
    i, -0.07
- CC(C)CC(=O)N=C1SC2CS(=O)(=O)CC2N1CCc1ccccc1 (stereo unspecified)
    i, 0.62
- CC(=O)NCCC(=O)N1CCCC(CNC(=O)c2ccc(-c3ccccc3)cc2)C1 (stereo unspecified)
    i, 0
- CCCSc1nc2ccccc2n1CC(=O)O
    i, 0.98
- COc1cc(NS(=O)(=O)c2ccc(NC(=S)NC(=O)c3ccco3)cc2)nc(OC)n1
    i, 1.99
- COc1ccc(Cc2nnc(NC(=O)Cn3cnc4c3c(=O)n(C)c(=O)n4C)s2)cc1
    i, 1.18
- C/C(=N\NC(=O)c1cccc(C)c1)c1cccc(NC(=O)c2ccco2)c1
    i, 0.51
- Cc1ccccc1-c1nc(-c2ccc(Br)o2)no1
    i, -0.02
- CCc1cc2c(=O)c(-c3cscn3)coc2cc1O
    i, -0.78
- Cc1ccc(S(=O)(=O)N(C)C)cc1NC(=O)CN1C(=O)NC(Cc2c[nH]c3ccccc23)C1=O (stereo unspecified)
    i, -1.16
- CCOc1ccccc1NC(=O)CNC(=O)Cc1ccccc1
    i, -2.55
- Cc1ccc(OCCC(=O)OCC(=O)NC(=O)NCc2ccccc2)cc1
    i, 0.01
- N#Cc1c(-c2ccccc2)nc(SCC(=O)N2c3ccccc3Sc3ccccc32)[nH]c1=O
    i, 1.18
- COc1ccc(CCn2cc(C#N)c(=O)[nH]c2=O)cc1OC
    i, -0.64

Sequence of screens – KCNQ2 block, Kir21 inh
- CC1C/C(=N/NC(=O)c2cccc(F)c2)c2ccc(O)cc2C1 (stereo unspecified)
    i, 1.44
- OC1(c2cn(Cc3ccccc3)nn2)CCCCC1
    i, 1.42
- O=C(Nc1cc(Cl)c(Cl)cc1Cl)c1cccnc1
    i, 0.29
- CC(C)C(C(=O)NC(C)(C)C)N1C(=O)c2ccccc2C1=O (stereo unspecified)
    i, 1.87
- CCSc1ncc(/C=N/Nc2ccc(F)cc2)n1C
    -8.52*, 2.33
- Cc1ccc(C(=O)OCC(=O)N(C)C2CCS(=O)(=O)C2)cc1[N+](=O)[O-] (stereo unspecified)
    i, 1.6
- COc1cccc(NC(=O)C2CCC(CNS(=O)(=O)c3cccs3)CC2)c1 (stereo unspecified)
    i, -1.68
- C=CCn1cc(/C=C2/NC(=O)NC2=O)c2ccccc21
    i, 0.44
- O=C(NNC1=C(C(=O)C(F)(F)F)CCC1)c1ccncc1
    i, 0.11
- CCOC(=O)c1cnc(-c2ccccc2)nc1Oc1ccc(Cl)cc1
    i, 0.42
- Cc1cc(C(=O)Nc2sccc2C#N)c2ccccc2n1
    i, 2.69
- O=C1c2ccccc2NC(c2cccc([N+](=O)[O-])c2)N1CCc1ccccc1 (stereo unspecified)
    i, 0.39
- Cc1nn(C)c(=O)n1-c1ccccc1
    i, -0.5
- Cc1ccc(C(=O)Oc2oc(-c3ccco3)nc2C=Nc2ccc(Cl)cc2)cc1
    i, 0.04
- COc1ccc(C(=O)C2CCCN(C(=O)c3csc(C(C)=O)c3)C2)c(C)c1 (stereo unspecified)
    i, -0.57
- Cn1c(NCc2ccco2)nc2c1c(=O)n(Cc1ccc(Cl)c(Cl)c1)c(=O)n2C
    i, -0.66
- CN(CCc1ccccn1)C(=O)CCC1CCCN(C(=O)c2c3c(nn2C)CCCC3)C1 (stereo unspecified)
    i, 0.67
- O=C(CNC(=O)c1ccccc1)Nc1cccc(C(F)(F)F)c1
    i, 0.21
- O=C(CSc1nnc(-c2ccccn2)o1)Nc1ccccc1F
    i, 0.67
- Cc1ccc(NNC(N)=S)cc1Cl
    i, 0.25

Sequence of screens – KCNQ2 block, Kir21 inh
- CC1CCN(C(=O)c2ccc(N3C(=O)C4CCC(C)CC4C3=O)cc2)CC1 (stereo unspecified)
    i, 1.49
- CCC(Oc1ccccc1OC)C(=O)Nc1ccc2c(c1)OCCO2 (stereo unspecified)
    i, -1.03
- COC(=O)c1sc(=S)n(-c2ccccc2OC)c1N
    i, 0.54
- C/C(=N\NC(=O)c1ccc(C(=O)N/N=C(\C)c2ccco2)o1)c1ccco1
    i, -2.08
- CCN(CC)CCn1c(SCC(=O)NCc2ccccc2)nc2c(sc3ccccc32)c1=O
    i, -1.81
- Cn1ccnc1SCC(=O)c1ccc(O)cc1
    i, -0.95
- CCN1CCc2nc3ccccc3c(C(=O)Nc3ccc(F)cc3)c2C1
    -9.41*, 0.54
- COC(=O)c1ccc(C)c(-n2c(C)cc(C=O)c2C)c1
    i, -0.67
- CCc1nnc(NC(=O)CSc2nnc(-c3ccc(NS(=O)(=O)c4ccccc4)cc3)o2)s1
    i, 0.17
- Cc1ccc2c(c1)C(c1ccccc1)N(C(=O)c1ccc(S(=O)(=O)N3CCOCC3)cc1)CC(=O)N2 (stereo unspecified)
    i, 0.15
- O=C(NC(=S)Nc1ccccc1)c1cccs1
    i, -0.02
- CCOC(=O)c1cc(-c2ccc(C#N)cc2)nc2c1c(C)nn2CCC#N
    i, -0.13
- Cc1cc(C)nc(NS(=O)(=O)c2ccc(NC(=O)CSc3nc(-c4ccccc4)c(C#N)c(=O)[nH]3)cc2)n1
    i, -0.02
- C1=C(c2ccccc2)Nc2nnnn2C1
    i, 0.13
- COc1cccc(-c2c(C(=O)N/N=C(\C)c3ccco3)nnn2-c2nonc2N)c1
    i, 0.38
- COc1ccc(NC(=O)CS(=O)c2cccc(Cl)c2)cc1 (stereo unspecified)
    i, -1.36
- O=C(c1ccccc1Br)N1CCN(Cc2ccc3c(c2)OCO3)CC1
    i, 0.15
- COc1ccc(N2CCN(CCNC(=O)Nc3cccc(C)c3C)CC2)cc1
    i, 2.19
- Cc1ccc(C)c(N2CCN(C(=O)c3ccc4c(=O)n5c(nc4c3)CCCCC5)CC2)c1
    i, -1.56
